MPTP block: mitochondrial permeability transition pore inhibitors, primary screen, biochemical, isolated mouse mitochondria, absorbance; Ca2+ swelling absorbance, 30 min; 360,000 tested, 1.4% active; inhibition, % at 10 µM; AID 602449, 2012;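 active = inhibition of 50% or more, scaled per plate between neutral and stimulator controls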;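 note: 0% = DMSO wells given calcium and 100% = 1 mM EGTA wells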
GRIN3A LBD mod: binders of NR3A ligand-binding domain, primary screen, biophysical, differential scanning fluorimetry, uHTS; NR3A LBD differential scanning fluorimetry, Tm shift; 0% = protein alone, 100% = glycine-bound protein; Tm shift relative to glycine control, % at 25 µM; 340,000 tested, 2.5% active;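 active = melting temperature shift of at least 10% of the positive control shift, at one fixed dose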
ATG4B inhibitor: ATG4B protease inhibitors, primary screen, biochemical, fluorescence, uHTS | Cysteine protease ATG4B (Homo sapiens), Q9Y4P1 | 340,000 tested, 0.51% active | AID 504462, 2011 | inhibition, % at 8.33 µM | ATG4B cleavage of LC3-PLA2, NBD-HPC fluorescence, 1 h; in the data active = inhibition above about 40%
Target sequence (Q9Y4P1 whole entry, looked up): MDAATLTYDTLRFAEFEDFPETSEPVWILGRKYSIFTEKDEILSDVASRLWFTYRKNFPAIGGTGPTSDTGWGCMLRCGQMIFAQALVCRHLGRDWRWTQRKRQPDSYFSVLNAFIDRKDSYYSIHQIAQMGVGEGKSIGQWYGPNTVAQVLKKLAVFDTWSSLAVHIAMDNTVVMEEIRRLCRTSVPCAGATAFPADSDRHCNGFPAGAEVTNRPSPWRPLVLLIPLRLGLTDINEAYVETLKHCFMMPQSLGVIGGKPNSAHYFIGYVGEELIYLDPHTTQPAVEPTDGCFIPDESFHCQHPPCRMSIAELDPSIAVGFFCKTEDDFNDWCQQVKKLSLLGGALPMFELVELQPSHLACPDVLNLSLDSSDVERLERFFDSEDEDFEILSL
SENP1 FRET inh: human SENP1 catalytic domain inhibitors, primary screen, biochemical, FRET, uHTS | Sentrin-specific protease 1 (Homo sapiens), Q9P0U3 | recombinant SENP1 catalytic domain, CyPet-SUMO1-YPet FRET cleavage | inhibition, % at 10 µM | 360,000 tested, 0.21% active;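 active = inhibition at least 30% at 10 µM, raw YFP signal under a set limit, fluorescence ratio 0.5 to 1.5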;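 note: 0% = enzyme with DMSO and 100% = no enzyme wells; some results filed as inactive read as strong as hits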
Target sequence (Q9P0U3 419-644 limits assumed): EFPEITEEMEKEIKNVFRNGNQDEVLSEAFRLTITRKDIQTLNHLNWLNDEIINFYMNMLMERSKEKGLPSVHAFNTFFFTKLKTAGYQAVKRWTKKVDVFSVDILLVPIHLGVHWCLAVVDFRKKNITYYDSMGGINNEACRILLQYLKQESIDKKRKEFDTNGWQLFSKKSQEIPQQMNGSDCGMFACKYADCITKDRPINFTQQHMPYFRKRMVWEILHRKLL
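Test system: hSENP1 catalytic domain, recombinant; Amount: 20 pM final SENP1 enzyme; Medium: Tris pH 8 buffer plus EDTA, NaCl, BME, BSA, NP40, catalase; Schedule: 50 min enzyme reaction, room temperature, light-protected; Technique: FRET fluorescence in CFP and YFP emission channels; Controls: no-enzyme wells low, DMSO-plus-enzyme wells high control.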
SENP6 inh: SENP6 protease inhibitors, primary screen, biochemical, luminescence, uHTS; Sentrin-specific protease 6 (Homo sapiens), Q9GZR1; inhibition, % at 10 µM; Recombinant SENP6 catalytic domain, aminoluciferin luminescence; 330,000 tested, 1.8% active;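 active = inhibition above about 50% at the single tested dose, limit read from the data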;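 note: plate controls were DMSO wells with enzyme for no effect and DMSO wells lacking enzyme for full effect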
SENP8 inh: human SENP8 protease inhibitors, primary screen, biochemical, fluorescence, Nedd8 protein substrate, uHTS; recombinant SENP8; AID 602440, 2012; 360,000 tested, 0.64% active; inhibition, % at 20 µM; Sentrin-specific protease 8 (Homo sapiens), Q96LD8; in the data active = inhibition mostly above about 40%, no sharp cut-off; inactive = mostly below about 27%
Target sequence (Q96LD8 whole entry, looked up): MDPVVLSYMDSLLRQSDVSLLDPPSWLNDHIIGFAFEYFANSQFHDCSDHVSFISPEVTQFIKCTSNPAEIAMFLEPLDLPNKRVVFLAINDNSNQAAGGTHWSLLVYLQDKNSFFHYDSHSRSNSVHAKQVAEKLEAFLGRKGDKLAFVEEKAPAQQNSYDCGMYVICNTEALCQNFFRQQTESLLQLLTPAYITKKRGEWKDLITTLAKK
hIAP activ: human IAP activators, primary screen, biochemical, luminescence, uHTS. Intestinal-type alkaline phosphatase (Homo sapiens), P09923. purified human IAP, CDP-Star luminescence, 30 min; stronger effect = higher value; 1 = vehicle-only enzyme, 0 = enzyme-free background. activation factor at 10 µM. AID 2524, 2010. 330,000 tested, 0.16% active;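 active = activation factor of the enzyme at least 2-fold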; note: the source names both 10 and 20 µM as test concentration; values of inactives mirror those of a sister screen read the other way
PfGluPho inh: PfG6PD enzyme inhibitors, primary screen, biochemical, fluorescence intensity, uHTS; inhibition, % at 20 µM; glucose-6-phosphate dehydrogenase-6-phosphogluconolactonase (Plasmodium falciparum 3D7); AID 504690, 2011; PfGluPho enzyme, NADPH resazurin-diaphorase fluorescence; 350,000 tested, 0.78% active;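 active = inhibition reaching at least a set limit at 20 µM in the primary screen, cut at about 59% in these data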;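 note: 0% = DMSO wells with substrate and 100% = DMSO wells lacking glucose-6-phosphate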
Starred values were filed as active, the others as inactive; . = no result given.

SMILES	MPTP block	GRIN3A LBD mod	ATG4B inhibitor	SENP1 FRET inh	SENP6 inh	SENP8 inh	hIAP activ	PfGluPho inh
CCOC(=O)C1Nc2c(cc(C(F)(F)F)cc2[N+](=O)[O-])C2c3ccccc3CC12 (configuration not stated)	1.3	-15	0	5	-13	25	1	2
O=C(COC(=O)c1cccs1)Nc1ccccc1	-1.7	5	14	1	-2	21	0.92	-9
COc1ccc(CCCc2nnc(SCC(=O)Nc3cc(C)c(C)cc3Br)o2)cc1	4.1	-4	9	3	-13	12	1.2	3
Cc1cccc(NC(=S)NNC(=O)c2csc3c2CCCC3)c1	6.8	-2	43*	3	46	2	0.98	-22
COc1ccccc1C(=O)Nc1nnc(S(=O)(=O)N2CCCCCC2)s1	0.4	-14	-1	-1	-12	-3	0.98	-21
CN(C(=O)CSc1nnc(NC2CCCCC2)s1)C1CCS(=O)(=O)C1 (configuration not stated)	0.5	0	4	2	-3	17	0.78	11
CN(CC(=O)Nc1ccc(F)c(F)c1F)C(=O)c1ccc(N2CCCC2=O)cc1	0.0	0	1	3	-7	8	0.99	-21
CCCn1c(NCc2cc(C)ccc2O)nc2ccccc21	20	-7	-14	4	6	-4	1.2	-4
CC1(/[N+]([O-])=C/c2ccc(F)cc2)CCCCC1=O (configuration not stated)	-1.7	-1	-6	0	-17	6	1.3	8
CCC1CN(C(=O)N2CCC(C(=O)NCc3ccc(C)o3)CC2)c2cc(C)ccc2O1 (configuration not stated)	-1.7	1	2	-2	22	9	1.3	-3
O=C(Nc1ccccc1)C1CC(=O)n2c(nc3ccccc32)N1 (configuration not stated)	1.6	4	-8	4	-5	16	1.5	5
CCOc1ccc(C(=O)c2nc3c(n2O)CCCCC3)cc1	7.2	1	-6	-1	-22	-3	1	-4
CCN(CC)CCn1c(NC(=O)c2ccc(C(F)(F)F)cc2)nc2ccccc21	1.5	4	2	-1	-1	-105	1.1	5
COc1ccc(S(=O)(=O)N(C)C)cc1NC(=O)COC(=O)Cn1cnc2ccccc2c1=O	-2.9	1	8	2	0	-13	0.99	-9
C=CCn1cc(C(=O)OCC)c(=O)c2cc(F)c(F)cc21	1.6	0	7	0	-22	2	0.93	-23
CC(C)OCCCNC(=O)CN1C(=O)/C(=C/c2ccccc2F)Oc2ccccc21	2.1	-7	3	-29	5	-277	1	2
Cc1ccc(N(C(=O)C(F)(F)F)C(C(=O)NC2CCCCC2)c2cccs2)cc1C (configuration not stated)	2.6	-1	-7	0	-9	8	0.97	4
COc1cc2oc(=O)c(Br)c(C)c2c(OC)c1OC	0.7	0	-3	0	-18	-119	1.1	10
COc1ccc(C(CNC(=O)c2ccc(C)c(S(=O)(=O)N3CCCCC3)c2)N(C)C)cc1OC (configuration not stated)	1.1	0	-6	1	-7	18	0.91	11
CCCOc1ccc(C(=O)NNC(=S)NC(=O)c2ccco2)cc1	20	-8	-11	0	-1	3	1.2	-27
COc1ccc(/C=N/NC(=O)c2nc(-c3ccccc3)cc(-c3ccccc3)n2)cc1OC	-7.0	-1	15	3	-5	-253	1	-23
O=[N+]([O-])c1ccc2nonc2c1Nc1ccccc1	1.2	-1	2	6	2	18	0.74	7
CN(C)c1ccc(/C=C/C(=O)c2ccc3c(c2)OCCO3)cc1[N+](=O)[O-]	3.6	1	-1	8	-18	24	1.1	17
CS(=O)(=O)c1ccc(Cl)c(C(=O)Nc2ccc3nc(N4CCOCC4)sc3c2)c1	-0.5	3	-13	2	-4	-48	0.95	18
Cc1ccsc1/C=C(\C(=O)c1ccc(OC(C)C)cc1)c1nc2ccccc2o1	0.8	0	22	4	-8	14	0.99	-1

(cont.)
SMILES	MPTP block	GRIN3A LBD mod	ATG4B inhibitor	SENP1 FRET inh	SENP6 inh	SENP8 inh	hIAP activ	PfGluPho inh
CCOc1ccc(S(=O)(=O)Nc2cccc(OC)c2)cc1	1.3	11*	8	-2	8	13	1	-4
NC(=O)Cc1ccc(Nc2nnc(-c3ccccc3)c3ccccc23)cc1	3.2	0	82*	0	7	-55	0.92	2
Cc1nc(N2CCN(C(=O)COc3ccccc3)CC2)c2c(C)c(C)sc2n1	0.0	-3	34	-1	-14	6	0.89	-3
CC(C)NC(=O)CSc1nc(-c2cccs2)cc(-c2ccccc2)c1C#N	5.2	-2	-4	-39	-15	-316	1	-11
COC(=O)N/N=C/c1cn(CCCOc2ccccc2)c2ccccc12	1.4	-20	24	2	-16	6	1.1	11
Oc1ccc(Br)cc1/C=N/n1c(C2CCCCC2)n[nH]c1=S	0.8	5	2	-25	-12	14	1	5
O=C1CC2(CCCCCC2)Oc2ccccc21	-0.4	1	10	-2	9	14	1	-19
Cc1ccc(S(=O)(=O)N(Cc2ccccc2)c2ccccc2C(=O)N2CCCCC2)cc1	1.3	-4	9	1	-12	10	1.1	-3
O=C(CCCO)N/N=C/c1ccccc1[N+](=O)[O-]	-1.3	-3	-8	2	-8	-12	0.91	10
Cc1nc(CNS(=O)(=O)c2cccc(F)c2)cs1	0.6	-10	-4	4	-17	16	0.95	4
Cc1ccc(C(=O)Nc2ccccc2)cc1S(=O)(=O)Nc1ccc(Cl)cn1	-0.5	-8	-12	4	15	-37	0.72	-24
CCn1c(CNc2nc(-c3ccccc3)cs2)nnc1SCC(=O)NCc1ccco1	1.7	2	-1	0	.	-3	.	29
Cc1cc(C2=NNC(=NC3CC3)SC2)c(C)n1-c1c(C)n(C)n(-c2ccccc2)c1=O	0.9	-1	-5	-2	0	6	0.98	26
CCOC(=O)c1c(C)[nH]c(C(=O)COC(=O)c2ccncc2)c1C	-3.3	-1	-8	-15	-6	-4	0.85	15
COc1ccc(C2=NN(C(=O)CCC(=O)O)C(c3ccc(Br)cc3)C2)cc1 (configuration not stated)	-0.5	-4	5	1	4	-46	0.85	-28
O=C(CSc1nnc(-c2ccccc2O)o1)Oc1ccc(OCc2ccccc2)cc1	0.2	1	-7	-2	-16	-18	1.2	-15
Fc1cc(F)cc(-c2c(-c3ccccc3)ncc3ccc(F)cc23)c1	-0.8	-7	11	2	8	0	0.89	30
O=C(NN=Cc1ccccc1O)C1CC1	-2.0	-1	6	-16	.	-139	.	-26
COc1ccc(-c2oc3ccccc3c2C(=O)OCc2ccccc2)cc1	0.5	3	4	1	-4	-491	0.95	24
O=C(O)C1Cc2ccccc2CN1C(=O)CCl (configuration not stated)	-4.8	-3	2	-2	7	9	1.1	4
O/N=C1\CCCCc2ccccc21	-0.4	-1	1	0	-5	6	1.1	-2
COc1cc(/C=N/N=C2/NC(=O)C(c3ccccc3)S2)ccc1O (configuration not stated)	0.4	-7	5	-4	1	-4	0.97	-9
CCOC(=O)c1oc2cc(O)cc(C)c2c1C	-0.7	0	-5	5	.	-456	.	7
CCOC(=O)c1ccc(NC(=O)NS(=O)(=O)c2ccc(C)cc2)cc1	-2.7	0	-4	1	-6	14	1.1	12
CC(=O)Nc1ccc(Sc2ncccc2C(=O)Nc2ccc(OC(F)(F)F)cc2)cn1	-2.4	1	7	3	2	5	0.99	-17

An excerpt of these results, with values under each structure:
Results follow in this order: MPTP block	GRIN3A LBD mod	ATG4B inhibitor	SENP1 FRET inh	SENP6 inh	SENP8 inh	hIAP activ	PfGluPho inh
Cc1ccc(S(=O)(=O)N(Cc2ccccc2)c2ccccc2C(=O)N2CCCCC2)cc1
→ 1.3	-4	9	1	-12	10	1.1	-3
COc1cc(/C=N/N=C2/NC(=O)C(c3ccccc3)S2)ccc1O (configuration not stated)
→ 0.4	-7	5	-4	1	-4	0.97	-9
CC(=O)Nc1ccc(Sc2ncccc2C(=O)Nc2ccc(OC(F)(F)F)cc2)cn1
→ -2.4	1	7	3	2	5	0.99	-17
O=C(O)C1Cc2ccccc2CN1C(=O)CCl (configuration not stated)
→ -4.8	-3	2	-2	7	9	1.1	4
Cc1nc(CNS(=O)(=O)c2cccc(F)c2)cs1
→ 0.6	-10	-4	4	-17	16	0.95	4
CCn1c(CNc2nc(-c3ccccc3)cs2)nnc1SCC(=O)NCc1ccco1
→ 1.7	2	-1	0	.	-3	.	29
CCOC(=O)c1c(C)[nH]c(C(=O)COC(=O)c2ccncc2)c1C
→ -3.3	-1	-8	-15	-6	-4	0.85	15

Following part
SMILES	MPTP block	GRIN3A LBD mod	ATG4B inhibitor	SENP1 FRET inh	SENP6 inh	SENP8 inh	hIAP activ	PfGluPho inh
CC1CCCCN1C(=O)Cn1c(=O)oc2cc(S(=O)(=O)N3CCCCC3)ccc21 (configuration not stated)	-0.4	-1	3	4	1	15	1	-5
Cc1c(C)n(Cc2ccccc2)c2ccc(C(=O)O)cc12	1.7	0	-5	-2	4	0	0.98	-17
CC1CCCCC12NC(=O)N(CC(=O)OCc1cccc(F)c1)C2=O (configuration not stated)	-0.5	2	-1	0	3	-3	1	8
COc1ccc(C(=O)NNC(=O)Nc2ccc(Cl)cc2)cc1	-0.7	2	-4	0	8	0	1.4	-8
CC1=C(C(=O)NC2CCCCC2C)C2(CCC(C)CC2)OC1=O (configuration not stated)	-0.7	-2	-16	-1	17	2	0.89	17
CN(Cc1nccn1C)C(=O)C1CCC(=O)N(Cc2cccc(C(F)(F)F)c2)C1 (configuration not stated)	1.2	0	14	3	9	11	1.2	-4
C/C(=C\C1CCCCC1)C(NC(=O)c1ccc(C(F)(F)F)cc1)c1ccc(-c2ccccc2)cc1 (configuration not stated)	0.3	-5	1	1	6	10	0.83	-18
O=C(CN1CCN(c2ccc(F)cc2)CC1)Nc1cc(C(F)(F)F)ccc1Cl	-0.5	-10	1	1	-26	15	0.95	20
Cn1c(SCC(=O)c2ccc3c(c2)OCCO3)nnc1C1CC1	-2.0	-1	0	2	19	-3	1	5
COc1ccc(C(=O)Nc2nc(CC(=O)NCCc3ccccc3OC)cs2)cc1	-3.8	0	-2	1	17	-13	1	7
CC(C)(C)OC(=O)NC(Cc1ccccc1)C(=O)NC(CSC1CCCCO1)C(=O)NN (configuration not stated)	-0.2	-1	-4	0	0	5	1.2	-1
CCCOc1ccc(C(=O)NCC(c2cccs2)N(C)C)cc1OC (configuration not stated)	0.4	-1	-2	-2	-20	-2	1	-16
Cc1nc(N2CCCCC2)sc1C(=O)c1cccc([N+](=O)[O-])c1	1.3	2	3	0	3	14	0.87	-1
O=C(Cn1cc([N+](=O)[O-])cn1)NCc1ccc(-n2cccn2)cc1	-0.7	-4	-6	-3	13	0	0.97	2
Cc1ccc(C(C)C)c(OCC(=O)N/N=C/C2CCCCC2)c1	-0.9	-2	9	0	-4	10	1	11
Cc1ccc(Cl)cc1N1CCN(S(=O)(=O)c2c(C)[nH]c(=O)[nH]c2=O)CC1	1.2	-1	-7	2	-3	9	0.94	-26
COc1ccc(OCCCCn2c(CO)nc3ccccc32)cc1	0.6	0	-5	1	12	6	1.2	14
O=C(Nc1ccn(CCCNCC2CCCCC2)c(=O)n1)OCc1ccccc1	-1.2	.	.	0	.	21	.	3
CC(C)OC(=O)C1=C(N)N2C(=O)CSC2=C(C(=O)OC(C)C)C1	-0.5	-1	-12	-18	-5	-120	0.9	-10
O=C(Nc1cccc(NC(=O)c2ccco2)c1)c1ccc([N+](=O)[O-])cc1	-0.1	-2	1	3	-11	18	1.1	15
O=C(NC(=S)Nc1ccc(CN2CCOCC2)cc1)c1ccco1	1.6	1	-13	-1	-14	0	1.1	2
COc1ccccc1-c1cc(-c2ccccc2)nc(SCC(=O)O)c1C#N	-0.7	-3	8	-1	5	-45	1	-41
Cc1ccc(-c2ccc(S(=O)(=O)NCc3ccco3)cc2)cc1	-0.1	1	0	2	-16	7	1	12

Compound activity as filed in PubChem.
